# From PubChem BioAssay
# UGM FP inh: M. tuberculosis UGM enzyme inhibitors, primary screen, biochemical, fluorescence polarization, single point | UDP-galactopyranose mutase (Mycobacterium tuberculosis (strain ATCC 25618 / H37Rv)), … | purified UGM, fluorescence polarization probe displacement | inhibition, % at 10 µM | actives 0.06% (n = 320,000) | AID 504406, 2011; in the data active means inhibition above about 10%, passing the limit was not always enough; inconclusive means no clear call, values can overlap the other calls
# Target sequence (P9WIQ1 whole entry, looked up): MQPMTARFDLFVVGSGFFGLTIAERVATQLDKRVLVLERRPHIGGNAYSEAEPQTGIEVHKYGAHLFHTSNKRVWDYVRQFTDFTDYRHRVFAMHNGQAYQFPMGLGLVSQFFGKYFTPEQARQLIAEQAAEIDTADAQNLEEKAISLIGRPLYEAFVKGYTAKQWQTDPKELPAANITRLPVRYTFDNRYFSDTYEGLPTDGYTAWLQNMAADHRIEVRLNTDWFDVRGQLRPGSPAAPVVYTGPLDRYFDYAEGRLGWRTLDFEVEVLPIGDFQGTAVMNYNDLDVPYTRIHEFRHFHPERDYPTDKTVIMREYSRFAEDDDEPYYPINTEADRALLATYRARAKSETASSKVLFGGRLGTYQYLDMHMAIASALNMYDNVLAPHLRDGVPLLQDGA
# MazF activator: activators of E. coli MazEF toxin-antitoxin RNase, primary screen, biochemical, fluorescence, uHTS; Endoribonuclease toxin MazF (Escherichia coli (strain K12)), P0AE70; FAM/BHQ RNA-DNA oligo cleavage fluorescence, 5 h; activation, % at 20 µM; actives 0.32% (n = 350,000); in the data active means activation above about 50%
# Target sequence (P0AE70 whole entry, looked up): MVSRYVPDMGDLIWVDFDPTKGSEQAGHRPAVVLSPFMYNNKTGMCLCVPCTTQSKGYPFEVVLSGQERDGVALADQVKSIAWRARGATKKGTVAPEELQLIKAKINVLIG
# FadD28 FP inh: inhibitors of FadD28 bisubstrate probe binding, primary screen, biochemical, fluorescence polarization, single point. Mycobacterium tuberculosis FadD28 fatty-acid-AMP ligase. inhibition, % at 12.5 µM. actives 0.22% (n = 360,000); in the data active means inhibition above about 8.5%, passing the limit was not always enough; inconclusive means no clear call, values can overlap the other calls
# BoNT-F LC inh: BoNT/F light chain protease inhibitors, primary screen, biochemical, flow cytometry, MLPCN library; Multiplex microsphere protease cleavage assay; Botulinum neurotoxin type F light chain protease (Clostridium botulinum); AID 588497, 2011; inhibition, % at 10 µM; actives 0.22% (n = 360,000); in the data active means inhibition above about 35%, passing the limit was not always enough; inconclusive means no clear call, values can overlap the other calls; further: plate controls were buffer without enzyme for full effect and enzyme alone for no effect
# Mtb FBA inh: Mtb FBA enzyme inhibitors, primary screen, biochemical, fluorescence, strain H37Rv | Fructose-bisphosphate aldolase (Mycobacterium tuberculosis (strain ATCC 25618 / H37Rv)), … | purified M. tuberculosis FBA, fluorescence read-out | inhibition, % at 1 µM | actives 2.3% (n = 360,000); in the data active means inhibition above about 27%;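 further: 0% = vehicle and 100% = reference inhibitor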
# Target sequence (P9WQA3 whole entry, looked up): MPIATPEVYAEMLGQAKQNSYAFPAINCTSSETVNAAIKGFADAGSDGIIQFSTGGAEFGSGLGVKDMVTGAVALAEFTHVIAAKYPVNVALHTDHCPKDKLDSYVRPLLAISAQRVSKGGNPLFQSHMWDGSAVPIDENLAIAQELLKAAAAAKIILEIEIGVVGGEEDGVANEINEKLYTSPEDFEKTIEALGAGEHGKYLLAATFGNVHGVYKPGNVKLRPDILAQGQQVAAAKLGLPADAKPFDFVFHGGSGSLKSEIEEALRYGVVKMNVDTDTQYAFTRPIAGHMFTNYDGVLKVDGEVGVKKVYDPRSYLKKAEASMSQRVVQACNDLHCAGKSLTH
# PrPC TRFRET: inhibitors of human cell surface prion protein PrPC, primary screen, cell-based, TR-FRET | TR-FRET read-out | inhibition, % at 13.8 µM | actives 0.43% (n = 370,000) | AID 720596, 2013; in the data active means inhibition above about 24%; further: 0% = median of the test wells and 100% = reference compound wells
# Rv3671c protease: Rv3671c serine protease inhibitors, primary screen, biochemical, fluorescence polarization, M. tuberculosis H37Rv | AID 2606, 2010 | inhibition, % at 5.96 µM | P9WHR9 | actives 0.048% (n = 320,000); in the data active means inhibition above about 38%;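 further: extracellular domain of Rv3671c used as enzyme; 0% = enzyme with DMSO and 100% = no enzyme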
# GDH-TPI inh: GDH-TPI coupling enzyme inhibitors, primary screen, artefact control for M. tuberculosis FBA inhibitor project, biochemical, absorbance, full deck. GDH-TPI coupled enzyme counterscreen, NADH absorbance. inhibition, % at 4.8 µM. actives 1.2% (n = 360,000). AID 588335, 2011; in the data active means inhibition above about 30%;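 further: 0% = DMSO wells and 100% = wells lacking the enzyme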
# BioA inh: M. tuberculosis BioA enzyme inhibitors, primary screen, biochemical, plate reader, single point, HTS. 7,8-diaminopelargonic acid synthase BioA (Mycobacterium tuberculosis). purified M. tuberculosis BioA enzyme. inhibition, % at 9.99 µM. actives 0.096% (n = 360,000); in the data active means inhibition above about 40%; inconclusive means no clear call, values can overlap the other calls
# An asterisk follows results filed as active; u = inconclusive; x = not tested or not shown.
SMILES	UGM FP inh	MazF activator	FadD28 FP inh	BoNT-F LC inh	Mtb FBA inh	PrPC TRFRET	Rv3671c protease	GDH-TPI inh	BioA inh
CC(=O)N1CCc2cc(S(=O)(=O)NC(C(=O)Nc3ccc4c(c3)OCCO4)C(C)C)ccc21 (stereo unspecified)	-1.7	10	-3.1	-12	6	-5	1	7	-0.9
CC(NC(=O)C(=O)N/N=C/c1ccccc1)c1ccccc1 (stereo unspecified)	-1.8	0	-0.7	-1	-2	0	1	-4	x
Cc1ccc(CN(C)C(=O)c2ccccc2NC(=O)c2ccccc2)o1	x	11	-1.1	-9	3	-5	11	8	-1.0
CC(n1cnnn1)C12CC3CC(CC(C3)C1)C2 (stereo unspecified)	0.4	2	1.7	31	9	4	5	7	1.3
Nc1nnc(SCCOc2cccc(Br)c2)s1	-4.0	3	-2.0	-1	0	12	1	-11	0.2
CC1=C(C(=O)N(C)C)CC(CC(=O)NCCc2ccccn2)C(=O)N1CCC1=CCCCC1 (stereo unspecified)	x	8	-0.4	-1	0	2	x	6	-0.7
O=C1NC(=O)C(=O)N1	3.5	4	-2.7	0	3	11	-8	-10	-1.1
CC(C)NC(=O)NC(=O)CN1C(=O)NC2(CCc3ccccc3C2)C1=O (stereo unspecified)	-0.4	2	-1.7	12	-5	5	-2	-5	-0.9
COc1ccc(S(=O)(=O)N2CCN(C)CC2)cc1C(=O)N1CCCCC1	1.1	2	-1.1	1	0	-2	-6	2	-0.7
Nc1cc(Cl)nc(N/N=C/c2ccccc2[N+](=O)[O-])n1	1.2	-1	-2.0	-4	1	-26	2	7	-0.2
COc1ccc(-c2cc(=O)oc3cc(OCC(C)=O)ccc23)cc1	-2.1	2	-4.2	0	2	-28	-4	17	-1.1
O=C(c1ccc(S(=O)(=O)Cc2cc(F)ccc2F)c([N+](=O)[O-])c1)N1CCOCC1	x	8	1.1	1	0	-26	x	7	1.6
O=C(NCCN1CCOCC1)c1csc2c1CCCCC2	-1.3	-5	-2.0	8	-1	-6	7	2	-0.1
O=C(CCCNS(=O)(=O)c1ccc(Cl)c(Cl)c1)NCCc1ccccn1	-1.0	10	-1.4	-13	1	0	0	0	-0.5
NNC(=O)[C@@H]1C[C@@H]1c1ccccc1	-2.0	2	-4.4	-1	-1	4	-2	-7	x
CCOc1ccc(N(C(=O)c2snc(C(N)=O)c2N)C(C(=O)NC2CCCC2)C(C)C)cc1 (stereo unspecified)	5.0	4	x	-2	0	3	3	3	-0.5
O=C1COc2ccc(S(=O)(=O)N3CCC(C(=O)NCc4ccccc4)CC3)cc2N1	2.8	-8	-3.5	-3	2	0	0	-4	-0.8
COc1ccc(C(=S)N2CCN(c3ccccc3C)CC2)cc1	-2.4	-4	-0.7	u	1	7	2	-5	-1.1
CC(OC(=O)c1cccc(Cl)c1)C(=O)NC1CCCCC1C (stereo unspecified)	-4.1	2	-2.9	4	-1	3	-3	-2	-0.6
CC(=O)Nc1cccc(OCCCNC(=O)c2cccc3ccccc23)c1	2.3	0	1.1	u	2	-4	-4	-1	2.0
CC1CCN(S(=O)(=O)c2cccc(C(=O)Nc3ccccn3)c2)CC1	2.8	12	-0.4	-1	-1	-2	5	-9	4.4
COc1ccc(C(=O)OCC(=O)NC2CCCC2)c(OC)c1OC	0.6	-2	-1.1	7	-3	-3	5	10	-1.3
O=C(NC1CCCC1)c1cccc(Oc2ccccc2)c1	0.5	-3	-0.4	-1	1	14	-4	8	-0.5
O=C1NC(=O)N(Cc2ccc(F)cc2)C(=O)/C1=C\c1ccc([N+](=O)[O-])s1	0.7	-40	28*	x	-3	-8	-97	30	1.3
Cc1ccc(OCCNC(=O)c2ccco2)cc1C	-4.0	-11	-3.9	-2	0	-2	10	-5	0.8
N#CCCN(C(=O)COC(=O)CCc1c[nH]c2ccccc12)c1ccccc1	1.3	2	-1.6	-7	4	3	4	4	x
CCOC(=O)c1ccc(N2C(=O)C3C(C2=O)C(C(=O)c2ccc(Cl)cc2)N2CCCC32)cc1 (stereo unspecified)	-1.1	-58	-0.3	7	3	-1	-21	2	2.6
C=CCS(=O)(=O)N1CCCC(N2CCN(c3ccccc3OC)CC2)C1 (stereo unspecified)	0.9	4	-0.8	30	2	5	2	-3	-0.2
c1cncc(N=c2scc(-c3cccc4ccccc34)n2CCCn2ccnc2)c1	-0.3	-1	-1.4	-5	-2	-11	-2	-4	x
CCN1C(=O)c2cccc3c(N)ccc1c23	-1.3	10	-3.0	-17	0	-17	2	-17	-0.7

SMILES	UGM FP inh	MazF activator	FadD28 FP inh	BoNT-F LC inh	Mtb FBA inh	PrPC TRFRET	Rv3671c protease	GDH-TPI inh	BioA inh
Cc1c(C(=O)Nc2ccc(Cc3ccncc3)cc2)cccc1[N+](=O)[O-]	-1.3	4	-1.5	4	1	1	-1	2	x
CCN(CC)S(=O)(=O)c1ccc(N2CCCC2)c(NS(=O)(=O)c2ccc(OC)cc2)c1	-0.3	-110	-3.1	-4	-1	10	9	-1	-0.4
O=C(COC(=O)Cc1n[nH]c(=O)c2ccccc12)Nc1ccc(Cl)cn1	-0.2	1	-2.4	-11	0	-1	-6	0	-0.5
Cc1cccc(N(C(=O)c2ccco2)C(C(=O)NC2CCCC2)c2ccco2)c1C (stereo unspecified)	x	-4	-1.7	-1	16	1	x	-1	2.1
COc1ccc(C2=NS(=O)(=O)N(C)C(C(=O)NCc3ccccn3)=C2)cc1	0.8	1	-2.3	-6	2	-28	3	25	2.1
C#CCOCCOCCOCCNc1nc(N2CCN(C(=O)CCCCCCCCCCNC(=O)[C@H](CCCCN)n3cc(CCCC(=O)O)nn3)CC2)nc(N2CCN(C(=O)CCCCCCCCCCNC(=O)[C@H](CCCN=C(N)N)n3cc(C[C@@H](C)CC)nn3)CC2)n1	-1.1	-49	-4.7	-53	2	x	-12	4	-2.1
CC(C)(C)NC(=O)CN1CCN(C(=O)CCl)CC1	0.5	1	-1.4	3	-1	4	12	-3	-3.1
Cc1cc(OCc2cc(C(=O)NCc3cc(C(C)C)no3)no2)cc(C)c1Cl	0.0	-6	-1.3	-13	6	-2	-1	9	-0.5
CC(NC(=O)c1ccc(F)cc1)c1nc2ccccc2n1Cc1ccccc1F (stereo unspecified)	-0.7	-15	-1.8	-10	-2	x	-6	-2	-0.7
Cn1nccc1C(=O)N1CCN(S(=O)(=O)c2ccc(Br)s2)CC1	1.0	2	-0.1	2	2	4	5	3	-1.1
C/C(=N/NC(=O)c1ccc(-c2ccccc2)cc1)c1cc(O)cc(O)c1	1.2	3	-4.7	-6	-1	0	x	1	-0.6
CC(=O)Oc1cccc(N2C(=O)C3CC=CCC3C2=O)c1 (stereo unspecified)	-0.8	0	-1.8	-1	0	-5	8	1	-1.8
CC(=O)C1=C(c2ccccc2)OC(N)=C(C#N)C1c1ccccc1F (stereo unspecified)	0.4	-1	-1.4	-4	2	0	6	5	x
Cc1ccc(NS(=O)(=O)c2cccc(C(=O)NC3CC3)c2)c(C)c1	-0.3	0	-1.5	-8	3	-1	-2	9	-1.5
CCOC(=O)N1CCN(C(=O)c2ccc(CS(=O)c3cccc(C)c3)o2)CC1 (stereo unspecified)	x	4	0.8	2	0	9	x	6	-0.3
CN(C)C1=NC[C@H](Cc2ccccc2)N1CC1CCCCC1	1.8	-14	-0.6	-8	5	1	3	11	-0.3
O=C(NCc1ccc(Cl)cc1)c1nccnc1CO	-2.6	0	-2.3	3	2	11	x	3	-1.5
CCCCCCCCCC(=O)NNC(=O)c1c(O)c2ccccc2n(CC)c1=O	-2.2	5	-4.9	-3	-1	-1	6	1	-1.5
O=C(/C=C/c1cccc([N+](=O)[O-])c1)c1cccs1	0.0	4	-1.8	0	-2	-4	2	17	0.9
CCOC(=O)/C=C1\SC(C)C(=O)N1CC(=O)N(CCC#N)c1ccccc1 (stereo unspecified)	-3.5	7	-0.3	x	3	-2	4	1	-0.6
CN(Cc1cccc(F)c1)C(=O)c1ccc(S(=O)(=O)C(F)F)cc1	-0.1	-2	-4.9	-3	0	-2	3	-10	0.4
Fc1ccc2c(c1)[C@H]1OCC[C@H]1[C@@H](c1ccco1)N2	-2.9	8	-1.4	-6	18	-3	-1	-1	0.0
Cc1cc(Cl)ccc1NC(=O)CN1CCN(C(=O)c2ccco2)CC1	1.2	7	-2.4	4	1	-2	-7	0	3.0
COc1ccc(C)cc1N(CC(=O)NCCSCc1ccco1)S(=O)(=O)c1ccc(C)cc1	0.1	-3	-0.1	16	1	-3	-11	-2	-0.8
CCCCOc1ccc(NC(=O)Cn2c(=O)ccc3c(C)cc(C)nc32)cc1	1.6	-48	0.8	0	-1	-2	-3	20	0.1
COc1ccc(CNc2nc3ccccc3n2CCN2CCOCC2)cc1	1.3	2	-3.0	4	-9	0	1	-2	2.1
COC(=O)c1scc(C)c1NC(=O)c1cccc(C#N)c1	0.6	5	-2.7	-17	2	x	-2	-6	-0.9
COc1ccccc1CN1CC(C(=O)NCc2c(F)ccc(C)c2F)CCC1=O (stereo unspecified)	-0.9	3	-2.3	-2	3	2	-6	7	2.6
O=C(Nc1cccc(Cl)c1)NC1CCCCC1	2.5	3	1.7	-18	0	-4	-7	4	x

# Reformatted as labelled records: part of the list above.
COc1ccc(CNc2nc3ccccc3n2CCN2CCOCC2)cc1
  UGM FP inh: 1.3
  MazF activator: 2
  FadD28 FP inh: -3.0
  BoNT-F LC inh: 4
  Mtb FBA inh: -9
  PrPC TRFRET: 0
  Rv3671c protease: 1
  GDH-TPI inh: -2
  BioA inh: 2.1

COC(=O)c1scc(C)c1NC(=O)c1cccc(C#N)c1
  UGM FP inh: 0.6
  MazF activator: 5
  FadD28 FP inh: -2.7
  BoNT-F LC inh: -17
  Mtb FBA inh: 2
  PrPC TRFRET: x
  Rv3671c protease: -2
  GDH-TPI inh: -6
  BioA inh: -0.9

COc1ccccc1CN1CC(C(=O)NCc2c(F)ccc(C)c2F)CCC1=O (stereo unspecified)
  UGM FP inh: -0.9
  MazF activator: 3
  FadD28 FP inh: -2.3
  BoNT-F LC inh: -2
  Mtb FBA inh: 3
  PrPC TRFRET: 2
  Rv3671c protease: -6
  GDH-TPI inh: 7
  BioA inh: 2.6

O=C(Nc1cccc(Cl)c1)NC1CCCCC1
  UGM FP inh: 2.5
  MazF activator: 3
  FadD28 FP inh: 1.7
  BoNT-F LC inh: -18
  Mtb FBA inh: 0
  PrPC TRFRET: -4
  Rv3671c protease: -7
  GDH-TPI inh: 4
  BioA inh: x

# No new results follow: entries from further up.
SMILES	UGM FP inh	MazF activator	FadD28 FP inh	BoNT-F LC inh	Mtb FBA inh	PrPC TRFRET	Rv3671c protease	GDH-TPI inh	BioA inh
COc1ccc(C)cc1N(CC(=O)NCCSCc1ccco1)S(=O)(=O)c1ccc(C)cc1	0.1	-3	-0.1	16	1	-3	-11	-2	-0.8
CCCCOc1ccc(NC(=O)Cn2c(=O)ccc3c(C)cc(C)nc32)cc1	1.6	-48	0.8	0	-1	-2	-3	20	0.1
COc1ccc(CNc2nc3ccccc3n2CCN2CCOCC2)cc1	1.3	2	-3.0	4	-9	0	1	-2	2.1
